Assay outcomes (PubChem BioAssay)
Yeast growth tox: Compounds toxic to wild-type S. cerevisiae growth; A595 turbidity, 16 h; hit rate 0.3% among 30,000; growth inhibition, % at 25 µM (by protocol);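 active = mutant and wild-type yeast strains alike exhibit over 30% growth inhibition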;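 also: 0% = untreated cell controls and 100% = YPD media blanks without cells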
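Test system: Wild-type and eIF2Bepsilon-R284H mutant S. cerevisiae, screened separately | Dosing: Single 25 µM compound dose in 0.2% DMSO | Schedule: 16 h compound exposure during growth at 30 °C | Detection: A595 turbidity | Evaluation: Growth inhibition (%) versus cell controls and blanks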
eIF2B yeast act: modulators of yeast eIF2B activity. AID 688. S. cerevisiae eIF2B-epsilon R284H, GCN4-lacZ luminescence. hit rate 0.91% among 27,000. inhibition, % at 25 µM (by protocol);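 active = mutant luminescence inhibited past about 50% while wild type luminescence and mutant growth stay under set limits, limit read from the data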; also: some compounds called inactive have numbers as strong as hits
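Times: 16 h growth with compound at 30 °C, 90 min Beta-Glo step; Assay system: yeast eIF2B-epsilon R284H mutant carrying GCN4–beta-galactosidase fusion; Measure: % inhibition of reporter signal and growth versus controls; Dosing: one concentration, 25 µM, 0.25% DMSO; Buffer or medium: YPD yeast growth medium; Measured by: Beta-Glo luminescence plus absorbance at 595 nm.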
Yeast growth tox inhibition %: recorded beside Yeast growth tox, whose call it bears; growth inhibition, %; S. cerevisiae eIF2Bepsilon-R284H mutant growth, A595 turbidity, 16 h;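 each compound tested once at 25 µM; 0% equals untreated cells and 100% equals cell-free medium blanks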
eIF2B yeast act mutant toxicity: second read-out of eIF2B yeast act, no call of its own (marks repeat the call); growth inhibition, %; measured here: mutant yeast growth, toxicity;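 each compound tested once at 25 µM; zero equals untreated control growth and 100 equals blank medium absorbance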
Numbers without * were called inactive; x = no result given. The list is partial; count on the stated rates, not on these rows.

SMILES	Yeast growth tox	Yeast growth tox inhibition %	eIF2B yeast act	eIF2B yeast act mutant toxicity
NS(=O)(=O)c1cc(C(=O)N2CCc3ccccc32)c(Cl)cc1Cl	20	7	x	x
COc1cc(C(=O)O)ccc1OCC(=O)N1CCOCC1	5	-5	4	-5
COc1ccc(OC)c(-n2c(-c3cnccn3)n[nH]c2=S)c1	22	16	x	x
CCC(C(=O)Nc1ccccc1OC)n1c(C(=O)OC)cc2ccsc21 (stereo unspecified)	5	15	4	15
Cc1cccc(OCC(=O)NCCN2CCOCC2)c1	-8	-10	7	-10
Cc1cc(=O)[nH]c(SCC(=O)c2ccc(C)c(C)c2)n1	27	23	32	23
CC1=C(C#N)C(Nc2ccc(C)cn2)(C(F)(F)F)C(=O)N1 (stereo unspecified)	12	22	17	22
CCC1(C)CC(=O)N(c2ccc(C(=O)O)c(O)c2)C1=O (stereo unspecified)	-7	7	-16	7
COc1ccc(S(=O)(=O)N(C)CC(=O)Nc2cccc(C(C)=O)c2)cc1	-19	-13	9	-13
COCCn1c(=S)[nH]c2cc(C(=O)N3CCN(c4ccc(F)cc4)CC3)ccc2c1=O	11	22	-12	22
NC(=O)CSc1nnc2sc3ccccc3n12	-10	-6	16	-6
COc1cccc(OCC(=O)Nc2ccc(OC)c(OC)c2)c1	5	10	x	x
Cc1ccc(CSCC(=O)N2CCOCC2)cc1	6	20	28	20
Cc1ccc(NC(=O)N2CCc3ccccc3C2)cc1	36	22	3	22
CN1C(=O)c2ccc(C(=O)NCc3ccccc3)cc2C1=O	26	5	0	5
CCC1C(=O)N=C(SCC(=O)Nc2ccc(C(=O)OC)cc2)NC1=O (stereo unspecified)	-7	10	2	10
Oc1ccc(Cl)cc1-c1cc(-c2ccccc2Cl)[nH]n1	32	0	-34	x
CC12CN3CCN(CC(C3)C1(O)CN1CCOCC1)C2 (stereo unspecified)	11	-5	12	-5
CC(C)c1nnc(NC(=O)CCCC(=O)O)s1	1	-18	2	-18
Cc1onc(-c2c(F)cccc2Cl)c1C(=O)NCCCN1CCOCC1	9	-16	7	-16
CC(C)c1cc(C(=O)Nc2sc3c(c2C#N)CCC3)no1	-10	7	-15	7
CCCCCCCc1nc2c(=O)n(C)c3ccccc3c2o1	6	15	20	15
O=C(CCC(=O)Nc1ccccc1)NCCO	4	9	43	9
COCCCN1C(=O)C(=O)/C(=C(/O)c2ccccc2)C1c1ccc(N(C)C)cc1 (stereo unspecified)	2	-12	-32	-12
COc1ccc(CN2CCCCC2C)c(C)c1C (stereo unspecified)	17	0	15	x

7 compounds out of the list, ordered by count of non-hydrogen atoms, high to low:
SMILES	Yeast growth tox	Yeast growth tox inhibition %	eIF2B yeast act	eIF2B yeast act mutant toxicity
CCC(C(=O)Nc1ccccc1OC)n1c(C(=O)OC)cc2ccsc21 (stereo unspecified)	5	15	4	15
CCC1C(=O)N=C(SCC(=O)Nc2ccc(C(=O)OC)cc2)NC1=O (stereo unspecified)	-7	10	2	10
COc1ccc(OC)c(-n2c(-c3cnccn3)n[nH]c2=S)c1	22	16	x	x
COc1cc(C(=O)O)ccc1OCC(=O)N1CCOCC1	5	-5	4	-5
Cc1ccc(NC(=O)N2CCc3ccccc3C2)cc1	36	22	3	22
Cc1ccc(CSCC(=O)N2CCOCC2)cc1	6	20	28	20
CC(C)c1nnc(NC(=O)CCCC(=O)O)s1	1	-18	2	-18

Continuation:
SMILES	Yeast growth tox	Yeast growth tox inhibition %	eIF2B yeast act	eIF2B yeast act mutant toxicity
CCCCCn1c(SCCc2ccccc2)nc2c1c(=O)[nH]c(=O)n2C	-5	-44	19	-44
CC(C)c1nc2ccc(NC(=O)C3CCCCC3)cc2[nH]1	5	-11	12	-11
O=C(CSc1nnc2scc(-c3ccccc3)n12)NCC1CCCO1 (stereo unspecified)	-10	0	-44	x
CCCc1nc2ccc(NC(=O)c3ccco3)cc2c(=O)n1Cc1ccccc1Cl	-39	-5	16	-5
O=C(CN(Cc1cccs1)C(=O)c1csnn1)NC1CCCC1	-9	3	21	3
O=C(Cn1nnc(-c2ccccc2)n1)NCc1cccs1	8	22	15	22
CC(c1ccco1)N(C(=O)Nc1ccc(Cl)cc1)c1ccccn1 (stereo unspecified)	13	6	-25	6
Cc1nn2c3ccccc3n(CCN3CCCCC3)c2nc1=O	16	0	12	x
CCOC(=O)C1CCCN(c2ncnc3c2cnn3-c2ccc(OC)cc2)C1 (stereo unspecified)	22	7	22	7
C=CCn1c(SCC(C)=O)nnc1-c1cc(-c2ccccc2)sc1N	14	7	8	7
COC(=O)c1cc2occc2n1CC(=O)Nc1cc(OC)cc(OC)c1	-27	-4	7	-4
CCc1ccc(OCC(=O)N(C)C)c(Br)c1	2	6	-1	6
CN1CCN(S(=O)(=O)c2ccc(NC(=O)c3csc4ccccc34)cc2)CC1	19	-5	-15	-5
CN1C(=S)SC(/[N+]([O-])=C/c2cccnc2)C1(C)C (stereo unspecified)	14	-14	17	-14
COCCn1c(COC)nc2ccccc21	4	8	8	8
CCn1c(SCC(=O)Nc2sc3c(c2C#N)CCCC3)nnc1-c1ccco1	-23	-22	x	x
COc1cccc(C2C3=C(CCCC3=O)Nc3nc4ccccc4n32)c1OC (stereo unspecified)	-17	-11	17	-11
O=C(Nc1cccnc1)c1cccnc1Cl	15	4	-19	4
Cn1cccc1-c1nc2ccc(NC(=O)c3ccccc3)cc2[nH]1	-18	-5	41	-5
Cc1ccc(Cl)cc1-n1c(=O)cc(N2CCN(C(=O)c3ccco3)CC2)[nH]c1=O	12	7	-34	7
Cc1ccc(N=Cc2c(O)n(C)c(=O)n(C)c2=O)nc1	-4	33	7	33
c1ccc2c(c1)NC1(CCCCCC1)n1c-2nc2ccccc21	20	15	5	15
Cc1cccc(OCc2nc(C)cc(=O)[nH]2)c1	1	-12	-4	-12
CCOC(=O)c1c(C)c(C(=O)NCCN2CCOCC2)c(C)n1CC	17	4	16	4
COc1ccc(NC(=O)c2cccc(NC(=O)c3ccco3)c2)c(OC)c1	15	-13	14	-13

Two entries from above in another layout.
mol: CCOC(=O)C1CCCN(c2ncnc3c2cnn3-c2ccc(OC)cc2)C1 (stereo unspecified)
- Yeast growth tox: 22
- Yeast growth tox inhibition %: 7
- eIF2B yeast act: 22
- eIF2B yeast act mutant toxicity: 7

mol: C=CCn1c(SCC(C)=O)nnc1-c1cc(-c2ccccc2)sc1N
- Yeast growth tox: 14
- Yeast growth tox inhibition %: 7
- eIF2B yeast act: 8
- eIF2B yeast act mutant toxicity: 7

Next part
SMILES	Yeast growth tox	Yeast growth tox inhibition %	eIF2B yeast act	eIF2B yeast act mutant toxicity
CC(C)CC(c1nnnn1C(C)C)N1CCN(c2ccccc2)CC1 (stereo unspecified)	-39	9	26	9
Cc1occc1C(=O)Nc1sc2c(c1C(N)=O)CCC(C(C)(C)C)C2 (stereo unspecified)	-1	7	x	x
N#CC1=C2SCN(Cc3ccco3)CN2C(=O)CC1c1ccccc1F (stereo unspecified)	-32	-24	14	-24
COCCn1c(=O)[nH]c2cc(C(=O)NCCN3CCN(c4ccccc4F)CC3)ccc2c1=O	22	0	x	x
Cc1occc1C(=O)Nc1cc(=O)n(C)c(=O)n1C	14	0	11	x
COc1ccc(S(=O)(=O)N(C)CC(=O)N2CCN(C)CC2)cc1C	4	7	x	x
CCCn1c(SCC(=O)c2ccc3c(c2)OCCO3)nnc1C(C)C	4	-14	22	-14
CCCCn1c(N)c(N(CCOC)C(=O)CSc2nc3ccc(C)cc3[nH]2)c(=O)[nH]c1=O	-10	-30	28	-30
COc1ccc(S(=O)(=O)N2CCCC(C(=O)NCc3ccccn3)C2)cc1Cl (stereo unspecified)	8	-18	7	-18
O=C(Nc1nc2c(s1)CCc1ccccc1-2)c1ccco1	12	-4	21	-4
COc1ccc(C2(CNC(=O)c3ccc(Br)o3)CCOCC2)cc1	12	17	6	17
CCC(=O)Nc1ccccc1Oc1ccccc1	1	-19	4	-19
Cc1nnc(SCC(=O)Nc2ncc3c(n2)CC(C)(C)CC3=O)s1	35	10	x	x
CCOC(=O)N1CCN(C(=O)c2ccc3c(=O)n(Cc4ccc(Cl)cc4)c(=S)[nH]c3c2)CC1	4	-22	29	-22
CS(=O)(=O)N(CC(=O)NCc1ccco1)c1ccccc1Cl	19	20	x	x
CCOC(=O)c1c(C)[nH]c(C)c1C(=O)CN1C(=O)NC(CC(C)C)C1=O (stereo unspecified)	21	14	4	14
C/C(Cl)=C/Cn1c(SC(C)C)nc2c1c(=O)[nH]c(=O)n2C	-7	-24	19	-24
COC(=O)c1ccc(-c2ccco2)n1Cc1cccc(C)c1	10	14	20	14
CC1(C)Cc2nc(N3CCOCC3)c(C#N)cc2CO1	-10	-5	4	-5
O=S(=O)(CCc1nc2ccccc2s1)c1ccc2ccccc2c1	11	12	16	12
O=C(NC1CC1)C1CCCN1S(=O)(=O)c1ccc2ccccc2c1 (stereo unspecified)	26	7	x	x
COCCn1c(=S)[nH]c2cc(C(=O)N3CCN(c4ccccc4OC)CC3)ccc2c1=O	9	4	-8	4
CCOCc1nnc(NC(=O)c2cccs2)s1	-9	13	1	13
Cc1ccc2cc(COC(=O)c3ccco3)c(=O)[nH]c2c1	-6	-23	x	x
CCOC(=O)N1CCN(C(=O)CSCC(=O)Nc2nc(-c3cccs3)cs2)CC1	5	-12	-2	-12
Next part.
SMILES	Yeast growth tox	Yeast growth tox inhibition %	eIF2B yeast act	eIF2B yeast act mutant toxicity
CCOc1ccccc1Nc1ncccc1C(=O)N1CCCC1	9	15	20	15
Cn1c(=O)c2c(SCc3cccc(C(F)(F)F)c3)nc(-c3ccco3)nc2n(C)c1=O	-21	-16	-8	-16
Cc1nn(-c2ncc(C(F)(F)F)cc2Cl)c(=O)n1-c1ccccc1Cl	0	7	-32	7
CCc1ccc(-c2cc(C(=O)Nn3cnnc3)c3ccccc3n2)cc1	36	9	x	x
CC(C)(C)C(=O)Nc1ccc(C(=O)OC2CCCCC2)cc1	10	27	10	27
CCOc1ccccc1C1C(C#N)=C(SCC(=O)OC)NC(=O)C1C(=O)OC (stereo unspecified)	2	21	42	21
COC(=O)NC1CCS(=O)(=O)C1 (stereo unspecified)	11	10	27	10
CC1(C)CNC(=O)c2sc(N3CCCCC3)nc2C1	11	10	7	10
Cn1c(=O)c2cc(S(=O)(=O)N3CCOCC3)ccc2n(C)c1=O	17	12	-4	12
Cc1ccc(NC(=S)NNC(=S)NCc2ccccc2)cc1	4	0	-2	x
c1ccc2c(CNn3cnnc3)cccc2c1	6	2	9	2
CCOc1ccccc1NC(=O)c1cc(Cl)ccc1NC(=O)c1ccco1	-2	-23	9	-23
Cc1ccc(CCNC(=O)c2coc3nc4ccccc4nc23)cc1	6	-25	-10	-25
Brc1ccc(-c2nnc3n2CCCCC3)cc1	19	5	x	x
Cc1ccc(C(c2nnnn2CS(=O)(=O)c2ccc(C)cc2)N2CCN(c3ncccn3)CC2)cc1 (stereo unspecified)	-16	-6	18	-6
COc1ccc(S(=O)(=O)NC(CC(=O)NCc2ccccc2OC)c2ccco2)cc1 (stereo unspecified)	15	16	20	16
Cc1ccc(NC(=O)C(=O)NC2CCCCC2)cc1	19	10	26	10
CSc1nnc(-c2ccccc2Cl)o1	14	15	x	x
CCOC(=O)N1CCN(C(=O)COc2ccc(S(=O)(=O)NCC(C)C)cc2C)CC1	16	10	x	x
COc1ccc2c(c1)nc1n2CN(CC2CCCO2)CN1Cc1ccccc1 (stereo unspecified)	1	-17	24	-17
O=C(NC1CC2CCCC(C1)N2C(=O)N1CCCCC1)C1CCCCC1 (stereo unspecified)	20	7	9	7
O=C(CSc1nnc2c(Cl)cc(C(F)(F)F)cn12)Nc1ccc2c(c1)OCO2	16	5	-61	5
COc1ccc(NC(=O)NCc2cccnc2)cc1OC	6	5	17	5
O=C(COC(=O)c1cc2ccccc2o1)c1ccccc1	25	7	22	7
CCCCC(=O)Nc1nn(CC(C)C)c2nc3ccccc3cc12	-53	-46	-5	-46
More entries follow:
SMILES	Yeast growth tox	Yeast growth tox inhibition %	eIF2B yeast act	eIF2B yeast act mutant toxicity
O=C(Nc1ccccc1)NC1(C(=O)N2CCN(c3ncccn3)CC2)CCCCC1	0	-7	x	x
O=C1CC(C(=O)Nc2cccc3ccccc23)C2(CCCC2)O1 (stereo unspecified)	1	-2	-1	-2
CCOC(=O)c1cnc(SCc2ccc(C(C)(C)C)cc2)nc1N	21	12	18	12
Cc1cc(Cl)c(S(=O)(=O)N2CCCC2)cc1OCC(=O)NC1CCCCC1	3	8	13	8
COC(=O)c1cn[nH]c1NC(=S)Nc1ccc(Cl)c(Cl)c1	3	8	11	8
Cc1cc(C)cc(NC(=O)CC2NCCNC2=O)c1 (stereo unspecified)	19	3	x	x
NC(=O)c1ccsc1NC(=O)C1CCCN1S(=O)(=O)c1ccc(Cl)cc1 (stereo unspecified)	16	4	x	x
Cc1cccc(C2NC(=O)c3c(sc(C)c3C)N2)c1O (stereo unspecified)	-6	0	-42	x
